Screening data deposited in PubChem BioAssay by several laboratories.
HCT116 bCat-KO: beta-catenin-lacking colon tumor cell growth suppression | viability, % at 10 µM | AID 818 | 140,000 compounds, 1.5% hits | HCT116 beta-catenin knockout viability, CellTiter-Glo, 60 h; hits give low values;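 active means viability at or under a set limit, the compound median less 4 SD, cut at about 6% in these data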;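 further: 0% = Hyamine 1622 control at 20 µM and 100% = untreated cell control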
E-sel TNF inh: blocks E-selectin expression induced by TNF alpha; inhibition, % at 2 µM; 120,000 compounds, 0.71% hits; HUVEC TNFa-induced E-selectin immunofluorescence, high content;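 active means inhibition above the batch mean plus 3 SD, and confirmed as a hit on visual image review, cut at about 43% in these data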;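 further: 0% = TNF-stimulated DMSO wells and 100% = unstimulated control wells; not every result past the cut was called active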
NPY Y2 blocker: NPY-Y2 (human) receptor antagonism; NPY-Y2 expressing cells, antagonist mode; inhibition, % at 2.7 µM; 140,000 compounds, 0.99% hits; AID 793; in the data active means inhibition above about 17%;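 further: 0% = vehicle with agonist challenge and 100% = reference antagonist with challenge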
Target sequence (P49146 whole entry, looked up): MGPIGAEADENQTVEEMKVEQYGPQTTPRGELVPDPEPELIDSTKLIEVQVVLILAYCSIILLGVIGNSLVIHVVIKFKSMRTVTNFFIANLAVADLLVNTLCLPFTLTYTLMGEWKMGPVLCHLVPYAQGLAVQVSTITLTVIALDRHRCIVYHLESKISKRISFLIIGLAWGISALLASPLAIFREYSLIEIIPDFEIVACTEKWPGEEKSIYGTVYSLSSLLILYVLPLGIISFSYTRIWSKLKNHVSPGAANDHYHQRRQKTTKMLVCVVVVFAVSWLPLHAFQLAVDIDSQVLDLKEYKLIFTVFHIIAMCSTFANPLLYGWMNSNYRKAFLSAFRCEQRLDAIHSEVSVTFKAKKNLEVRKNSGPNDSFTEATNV
GALR2 antag: antagonists of human galanin receptor 2 (GALR2). O43603. GALR2-expressing cells, antagonist mode. inhibition, % at 4 µM. 140,000 compounds, 0.39% hits; in the data active means inhibition above about 27%;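 further: cells stimulated with galanin 1-16 at roughly its EC80; 0% = agonist challenge control and 100% = basal control without agonist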
Target sequence (O43603 whole entry, looked up): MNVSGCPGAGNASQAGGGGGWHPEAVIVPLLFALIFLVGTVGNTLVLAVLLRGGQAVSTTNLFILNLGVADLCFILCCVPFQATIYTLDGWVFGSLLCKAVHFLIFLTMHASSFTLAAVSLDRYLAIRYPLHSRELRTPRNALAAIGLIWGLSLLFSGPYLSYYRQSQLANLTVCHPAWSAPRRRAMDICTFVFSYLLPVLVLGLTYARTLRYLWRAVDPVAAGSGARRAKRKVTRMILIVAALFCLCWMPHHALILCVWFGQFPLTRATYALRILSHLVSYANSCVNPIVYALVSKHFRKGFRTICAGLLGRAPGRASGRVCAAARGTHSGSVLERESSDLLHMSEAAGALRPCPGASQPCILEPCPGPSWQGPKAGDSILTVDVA
Phagocyt inh: macrophage phagocytosis inhibition; inhibition, % at 5 µM; J774A.1 macrophage IgG-bead phagocytosis, imaging; 110,000 compounds, 0.07% hits;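 active means inhibition above the mean of the plate negative controls plus 5 SD, cut at about 13% in these data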;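 further: phagocytic index as fraction of beads internalized from green versus red external bead signal; plate controls were DMSO negative control for no effect and cytochalasin-D positive control for full effect; some results beyond the cut were filed as inactive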
MRP-1 activ: activators of MRP-1; H69AR cells + doxorubicin, viability rescue, CellTiter-Glo; viability increase, % at 10 µM; 140,000 compounds, 0.61% hits; AID 799;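 active means viability gain under doxorubicin at or above a set limit, the compound median plus 3 SD, cut at about 4.7% in these data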;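 further: MRP-1 overexpressing cells given doxorubicin 25 µM after compound pretreatment; 18-22 h compound pretreatment then 72 h with doxorubicin before readout; 0% = doxorubicin-only wells and 100% = vehicle-treated cells without doxorubicin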
Measles CPE: protection of cells from measles virus; AID 841; 140,000 compounds, 1.5% hits; Measles virus-infected cells, CPE protection, absorbance; protection (pct of control), % at 4 µM; in the data active means protection mostly above about 24%, no sharp cut-off; inactive means mostly below about 26%; further: some compounds called inactive have numbers as strong as hits
HCT116 PTEN-null: suppresses growth of cells with PTEN deletion. HCT116 PTEN-null viability, CellTiter-Glo, 60 h; hits give low values. viability, % at 10 µM. 140,000 compounds, 1.2% hits. AID 827;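 active means viability at or below a set limit, 4 SD under the median of all tested compounds, cut at about 3.7% in these data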;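 further: PTEN knockout HCT116 line with beta catenin targeted HCT116 as companion control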
Yeast lifespan up: extends the lifespan of yeast; S. cerevisiae growth with nicotinamide, OD615; deaD strain in restrictive glucose medium; inhibition of the nicotinamide effect, % at 10 µM; 130,000 compounds, 0.68% hits; AID 775;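 active means inhibition above a set limit, placed 3 SD over the median of all compounds, cut at about 26% in these data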;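 further: 0% = nicotinamide-treated wells and 100% = cells grown without nicotinamide; some compounds called inactive have numbers as strong as hits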
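Assay system: engineered S. cerevisiae DeaD replicative-lifespan strain, galactose-grown log-phase cells; medium: restrictive CSMM-D dextrose medium; also added: nicotinamide, 1.5 mM, co-present with compound; schedule: 48 h compound exposure at 30 °C, humidified; detection: absorbance at 615 nm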
Yeast growth inh: reduces growth of yeast BB579 in restrictive medium. S. cerevisiae BB579 growth, OD615, 48 h. inhibition, % at 10 µM. 140,000 compounds, 0.51% hits. AID 804;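 active means inhibition above a set limit, 3 SD over the mean compound inhibition, cut at about 44% in these data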; further: inactives centre near -24
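System: Saccharomyces cerevisiae DeaD strain BB579, replicative lifespan model yeast. Buffer or medium: restrictive glucose-based CSMM-D medium. Doses: one dose, 10 µM compound with 0.25% DMSO. Timing: 4 h preincubation and 48 h exposure at 30 °C. Detection: turbidity as optical density at 615 nm. Benchmarks: amphotericin B 10 µg/mL, positive.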
Numbers without * were called inactive; / = not tested or not shown.

SMILES	HCT116 bCat-KO	E-sel TNF inh	NPY Y2 blocker	GALR2 antag	Phagocyt inh	MRP-1 activ	Measles CPE	HCT116 PTEN-null	Yeast lifespan up	Yeast growth inh
CCCCNS(=O)(=O)c1ccc2nc(SCC(=O)Nc3cc(C)cc(C)c3)[nH]c2c1	71	/	-2	2	/	-2.0	7	64	10	-31
O=C1NC(c2ccc(-c3ccccc3[N+](=O)[O-])o2)C(C(=O)c2ccc(Cl)cc2)C(O)(C(F)(F)F)N1 (centres undefined)	80	-3	-2	-1	-3	-2.1	8	66	-4	-10
NS(=O)(=O)c1ccc(NC(=S)NCC2CCCO2)cc1 (centres undefined)	84	-6	0	5	-2	-2.9	2	94	3	-9
CCCOC(=O)c1ccc(NC(=O)COC)cc1	100	3	8	-11	0	2.3	4	99	-5	-10
O=C(O)/C=C/c1cnc[nH]1	103	/	2	7	/	0.3	28	100	5	-10
CN1CCN(c2ccc(S(=O)(=O)N3CCCCC3)cc2NC(=O)Cc2ccc(Cl)cc2)CC1	9	35	1	-14	-15	-4.2	11	8	-6	-4
Cc1cccnc1Nc1nc(-c2ccc(O)cc2O)cs1	67	2	-2	9	-1	-5.9	19	65	-5	-5
Cc1ccc(C(=O)c2sc3nsc(C)c3c2N)cc1	90	16	-4	11	0	-1.1	8	93	-9	-14
Cc1ccc(C(=O)NCCSc2c(C)[nH]c3ccccc23)cc1[N+](=O)[O-]	44	-16	0	21	/	0.5	21	49	-5	-2
CSc1ccccc1NC(=O)c1cnccn1	99	-14	-1	8	-1	-1.1	6	97	-8	-27
O=C(CSc1nnc(-c2ccncc2)n1Cc1ccco1)Nc1nccs1	75	4	0	5	/	0.0	3	94	/	-36
Cc1ccc(S(=O)(=O)O/N=C2/CCCc3occc32)cc1	90	-30	0	-5	-3	-3.4	6	93	-12	-24
Nn1c(Nc2ccccc2)nc2sc3c(c2c1=O)CCC3	64	26	-6	7	-1	-1.3	18	58	-16	-74
CCn1ncc(Br)c1C(=O)Nc1cc(C(=O)OC)ccc1C(=O)OC	82	-2	10	3	-1	-1.1	8	87	3	-39
CCCCCCCCc1nc(=S)[nH][nH]1	95	19	1	4	/	-5.4	6	106	/	-3
CCNc1ccc(Br)cc(C(=O)/C=C/c2c(Cl)cccc2Cl)c1=O	3.5*	-33	-2	4	/	-8.6	5	1.5*	/	-37
O=C(O)C1CCCCC1C(=O)NCCCN1CCOCC1 (centres undefined)	93	/	1	-6	2	-1.1	23	100	-6	-23
COC(=O)CNc1nc(-c2ccccc2F)nc2ccccc12	96	/	2	8	-1	0.5	8	91	-11	11
O=S(=O)(c1ccc2c(c1)OCCO2)N1CCN(Cc2ccc3c(c2)OCO3)CC1	96	-5	10	-3	0	-1.6	8	100	-13	-53
COc1ccc(OC)c(-n2c(SCC(N)=O)nnc2-c2c[nH]c3ccccc23)c1	98	/	4	-6	0	-2.8	18	107	-6	-14
CSc1nc(O)c(/C=C2\C=Nc3ccccc32)[nH]1	78	/	1	8	-2	-4.3	27	85	-7	-11
Brc1ccc(/C=N/Nc2ncnc3c2cnn3Cc2ccccc2)cc1	12	-15	4	-1	/	-1.9	1	18	-17	-22
CN(C)CCSc1nnc(-c2ccccc2)o1	107	-29	2	7	0	1.5	6	105	-5	7
O=[N+]([O-])c1ccc2nc(-[n+]3c(-c4ccccc4)cc(-c4ccccc4)cc3-c3ccccc3)[nH]c2c1	19	/	10	2	-4	-3.7	5	11	13	-27
CC(C)(C)C(=O)Nc1cccc(C(=O)c2cccc(NC(=O)C(C)(C)C)c2)c1	100	-22	4	-1	-1	-0.8	2	91	-7	-21

Next section; it opens with the 2 that closed the last part.
SMILES	HCT116 bCat-KO	E-sel TNF inh	NPY Y2 blocker	GALR2 antag	Phagocyt inh	MRP-1 activ	Measles CPE	HCT116 PTEN-null	Yeast lifespan up	Yeast growth inh
O=[N+]([O-])c1ccc2nc(-[n+]3c(-c4ccccc4)cc(-c4ccccc4)cc3-c3ccccc3)[nH]c2c1	19	/	10	2	-4	-3.7	5	11	13	-27
CC(C)(C)C(=O)Nc1cccc(C(=O)c2cccc(NC(=O)C(C)(C)C)c2)c1	100	-22	4	-1	-1	-0.8	2	91	-7	-21
Cc1cc(C)cc(N2C(=O)CC(N3CCOCC3)C2=O)c1 (centres undefined)	72	-19	2	-13	2	-1.6	12	92	-18	3
CC(=O)Nc1ccc(S(=O)(=O)NNC(=O)c2cccc3ccccc23)cc1	113	-24	3	4	-2	0.6	3	110	0	-60
COc1ccc(CC(=O)Nc2ccc(-c3noc(-c4ccccc4OC)n3)cc2)cc1	95	-8	0	-27	0	0.3	7	91	-14	-26
CCO/N=C(\C)c1c(O)c(CC)c(-c2ccccc2)n(-c2ccccc2)c1=O	86	8	8	-8	/	-2.1	21	101	/	-23
Cn1c(NC(=O)c2ccco2)c(-c2ccccc2)c(=O)c2ccccc21	101	-6	-2	6	0	-0.8	9	101	-8	-23
CCOC(=O)c1c(-c2ccccc2)csc1NC(=O)c1nn(CC)cc1Br	51	-5	4	-3	-1	3.8	4	50	-5	-31
COC(=O)c1ccc(NC(=S)NC(=O)c2c(Cl)cnn2C)cc1	94	-10	11	-1	-3	0.1	14	109	-5	-6
CC1(C)NC(=O)N(CCOCCOc2ccccc2)C1=O	105	5	-2	-2	0	-1.9	19	91	-9	-14
Cc1cccc(-n2nnnc2SCC(=O)c2cc(C)n(Cc3ccco3)c2C)c1	96	/	15	-4	0	0.8	16	99	-10	-49
COc1ccc(C)cc1NC(=O)CN(Cc1nnc(-c2ccc(Cl)cc2)o1)C1CCCC1	71	-14	7	-3	-4	-5.3	9	69	-2	-39
COc1ccc(-c2ccccc2)cc1NCc1ccccc1C	80	17	0	-12	-8	-2.9	11	89	-4	-49
Cc1ccc(C)c(C2=CSC3=NCCN23)c1	67	8	5	17	-1	-3.0	4	73	-8	-33
CCc1nnc(NC(=O)OCc2ccccc2)s1	99	-17	3	6	-1	2.6	5	103	-22	-2
CCOC(=O)c1sc(NC(=O)c2ccco2)nc1C	92	/	/	/	-1	-1.2	8	99	/	-25
COc1ccc(COCC(O)CN(Cc2ccco2)Cc2ccccc2O)cc1 (centres undefined)	89	-3	4	1	-13	-3.1	14	88	3	-10
O=C(Oc1ccc2cccc(OC(=O)N3CCOCC3)c2c1)N1CCOCC1	95	3	3	-8	1	-1.0	29	95	-5	-37
Cc1c(O)c(=O)ccn1Cc1ccccc1	11	/	0	10	/	2.9	3	17	6	-44
CCOC(=O)c1c(NC(=O)CN2CCOCC2)sc2c1CCCC2	75	-33	4	18	0	-2.0	5	77	/	-51
CCN(CC)CCCNC(=O)c1ccccc1C	94	/	-2	1	-1	-0.1	2	93	-7	-3
C/C(=C\c1ccccc1)C1NC(=O)c2c(sc3c2CCCC3)N1 (centres undefined)	49	14	4	-5	-9	-3.0	20	38	6	-27
CN1C(=O)/C(=C/c2ccccc2OCc2ccc(F)cc2)N(C)C1=S	78	/	11	-2	-6	-3.5	9	58	4	-49
CC1/C(=N/O)CC(c2ccccc2)N(C)C1c1ccccc1 (centres undefined)	86	20	3	-4	/	-1.9	11	94	/	88*
CCOC(=O)N1CCC(N(CCCOC)C(=O)Nc2ccc(CC)cc2)CC1	92	15	1	-11	-1	-0.2	7	96	-4	-50
Cc1ccc(CNC(=O)c2oc3ccc(S(=O)(=O)N4CCC5(CC4)OCCO5)cc3c2C)cc1	57	-8	1	17	-1	0.4	26	44	-4	-58
Cc1c(CN2CCCCC2C)c(=O)n(-c2ccccc2)n1C (centres undefined)	101	/	0	5	1	0.5	14	102	3	-12

Molecules from the list above containing a furan ring, fused or not, in the order listed:
SMILES	HCT116 bCat-KO	E-sel TNF inh	NPY Y2 blocker	GALR2 antag	Phagocyt inh	MRP-1 activ	Measles CPE	HCT116 PTEN-null	Yeast lifespan up	Yeast growth inh
O=C1NC(c2ccc(-c3ccccc3[N+](=O)[O-])o2)C(C(=O)c2ccc(Cl)cc2)C(O)(C(F)(F)F)N1 (centres undefined)	80	-3	-2	-1	-3	-2.1	8	66	-4	-10
O=C(CSc1nnc(-c2ccncc2)n1Cc1ccco1)Nc1nccs1	75	4	0	5	/	0.0	3	94	/	-36
Cc1ccc(S(=O)(=O)O/N=C2/CCCc3occc32)cc1	90	-30	0	-5	-3	-3.4	6	93	-12	-24
Cn1c(NC(=O)c2ccco2)c(-c2ccccc2)c(=O)c2ccccc21	101	-6	-2	6	0	-0.8	9	101	-8	-23
Cc1cccc(-n2nnnc2SCC(=O)c2cc(C)n(Cc3ccco3)c2C)c1	96	/	15	-4	0	0.8	16	99	-10	-49
CCOC(=O)c1sc(NC(=O)c2ccco2)nc1C	92	/	/	/	-1	-1.2	8	99	/	-25
COc1ccc(COCC(O)CN(Cc2ccco2)Cc2ccccc2O)cc1 (centres undefined)	89	-3	4	1	-13	-3.1	14	88	3	-10
Cc1ccc(CNC(=O)c2oc3ccc(S(=O)(=O)N4CCC5(CC4)OCCO5)cc3c2C)cc1	57	-8	1	17	-1	0.4	26	44	-4	-58

The list continues.
SMILES	HCT116 bCat-KO	E-sel TNF inh	NPY Y2 blocker	GALR2 antag	Phagocyt inh	MRP-1 activ	Measles CPE	HCT116 PTEN-null	Yeast lifespan up	Yeast growth inh
CCCNS(=O)(=O)c1ccc(CCC(=O)N2CCOCC2)cc1	97	35	6	-4	3	1.2	0	92	-1	-4
Cc1cccc(NC(=S)N/C(=N/S(=O)(=O)c2ccccc2)c2ccccc2)c1	87	-15	5	8	-1	-1.4	6	110	-10	-77
COc1ccc(/C(C)=N/Nc2cc(C(F)(F)F)ccc2Cl)c(OC)c1	71	/	3	6	-4	-4.2	4	79	-5	-13
Cc1cc(C(=O)N/N=C/c2sccc2C)no1	91	-10	0	6	0	1.7	2	107	-5	-7
O=C(Nc1ccccc1-c1nnc(SCc2ccc(Cl)cc2Cl)o1)c1ccccc1	88	/	7	9	-11	3.9	14	91	-4	-21
CC(NC(=O)c1cccs1)C(c1cccs1)N1CCOCC1 (centres undefined)	97	-19	1	6	/	-0.6	12	102	/	-33
CCn1c(C)c(C(C)=O)c(N2CCN(c3ccccc3)CC2)nc1=S	98	-4	-1	3	1	-0.7	4	101	6	-30
O=C(O)CCCCCN1C(=O)CSC1=S	81	-15	2	9	0	-1.0	20	87	-4	-36
O=C(NCc1ccccc1)C1CC2CCCC(C1)C2=O (centres undefined)	91	9	3	5	0	-0.4	10	99	-1	-24
O=C(CCc1nc(-c2ccccc2)c(-c2ccccc2)o1)OCc1ccc(Br)cc1	75	8	18*	-8	0	-1.2	7	83	0	-80
CCCC(CCC(=O)NC1CCCCC1)C(=O)O (centres undefined)	102	8	4	-6	1	0.2	6	99	-7	-29

Compounds as they come, and some 6.1% of all compounds hit somewhere here.
